KOR beta-arrestin-1 = KOR agonists, beta-arrestin recruitment, primary screen, cell-based, luminescence, uHTS (AID 1777). Kappa-type opioid receptor (Homo sapiens). KOR beta-arrestin recruitment, luminescence; higher % means a stronger effect. activation, % at 10 µM; hits with a dose series show EC50 in µM. 280,000 tested, 0.02% active; in the data active = activation above about 50%, passing the limit was not always enough; also: a part of the inactive calls stands beside numbers as strong as those of hits
HIV fusion peptide = inhibitors of HIV fusion peptide binding, primary screen, biochemical, uHTS, fluorescence dequenching (AID 1986); inhibition, % at 20 µM; hits with a dose series show IC50 in µM; cell-free peptide binding, fluorescence dequenching, 30 min; higher % means a stronger effect; 290,000 tested, 0.3% active; in the data active = inhibition mostly above about 52%, no sharp cut-off; inactive = mostly below about 76%; also: some results filed as inactive read as strong as hits
Myeloid diff MLP = induction of myeloid progenitor differentiation, primary screen, cell-based, flow cytometry, MLPCN library; ER-HoxA9 myeloid progenitors, lysozyme-GFP differentiation; calls only at 10 µM; 360,000 tested, 1% active; AID 624256, 2012;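 active = normalized GFP-positive differentiation at or above the plate's own cutoff, the solvent-only control mean plus 3 SD; inconclusive = no clear call, values can overlap the other calls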;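 also: cells exposed to compound for four days before flow analysis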
GPR55 beta-arrestin = GPR55 agonists via beta-arrestin recruitment, primary screen, imaging, U2OS cells, beta-arrestin-GFP redistribution (AID 1961) | U2OS GPR55 beta-arrestin-GFP redistribution imaging; higher % means a stronger effect | activation, % at 10 µM, or EC50 in µM where a hit was titrated | G-protein coupled receptor 55 (Homo sapiens) | 290,000 tested, 0.048% active;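 active = activation above 40% with more than 50 cells counted in the well; inconclusive = wells holding fewer than 50 cells, flagged as toxic or sparse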;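 also: U2OS osteosarcoma cells stably expressing GPR55 and beta-arrestin-GFP; plate controls were DMSO negative control for no effect and LPI positive control for full effect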
KOR beta-arrestin-2 = KOR antagonists, beta-arrestin recruitment, cell-based, luminescence, uHTS (AID 1778); KOR beta-arrestin recruitment, luminescence, antagonist mode; higher % means a stronger effect; 290,000 tested, 0.091% active; inhibition, % at 10 µM; hits with a dose series show IC50 in µM; Kappa-type opioid receptor (Homo sapiens); also: strong numbers were not always called active
GPR35 arrestin U2OS = GPR35 antagonists blocking zaprinast-driven arrestin recruitment, primary screen, imaging, U2OS, beta-arrestin-GFP, zaprinast agonist (AID 2058). G-protein coupled receptor 35 (Homo sapiens). U2OS GPR35 beta-arrestin-GFP translocation imaging, zaprinast antagonism; higher % means a stronger effect. inhibition, % at 10 µM, or IC50 in µM where a hit was titrated. 290,000 tested, 0.052% active;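 active = inhibition of at least 50% with at least 30 cells and total cytoplasm GFP at most 10,000,000; inconclusive = under 30 cells or total GFP of 10,000,000 plus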
NOD1 NF-kB reporter = NOD1 signaling inhibitors, primary screen, cell-based, luminescence, uHTS (AID 1578); NOD1-driven NF-kB luciferase reporter cells, luminescence; higher % means a stronger effect; inhibition, % at 4 µM; hits with a dose series show EC50 in µM; 290,000 tested, 1% active; in the data active = inhibition mostly above about 36%, no sharp cut-off; inactive = mostly below about 34%;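 also: HEK-293T reporter cells stimulated with the NOD1 agonist gamma-tri-DAP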
NOD2 inhibition = NOD2 signaling inhibitors, cell-based, luminescence, uHTS, HEK293 (AID 1566). HEK293 NOD2/NF-kB luciferase reporter, luminescence; higher % means a stronger effect. inhibition, % at 4 µM; hits with a dose series show EC50 in µM. 290,000 tested, 0.63% active; also: many of its hits are not listed in these tables
GPR55 LPI antagonism = GPR55 antagonists blocking LPI-driven arrestin recruitment, primary screen, imaging, U2OS, beta-arrestin-GFP, LPI agonist (AID 2013); one-dose inhibition, % at 10 µM; IC50 in µM for titrated hits; U2OS GPR55 beta-arrestin-GFP translocation imaging, LPI antagonism; higher % means a stronger effect; 290,000 tested, 0.13% active; G-protein coupled receptor 55 (Homo sapiens);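 active = spots per cell inhibited over 60%, with over 100 cells counted and total cytoplasm intensity under 500,000; inconclusive = wells with under 100 cells, flagged as likely toxic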;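 also: U2OS cells stably carrying GPR55 and arrestin-GFP stimulated by 5 µM LPI near EC80; imaged beta-arrestin-GFP aggregate spots per cell after agonist stimulation; plate controls were LPI-stimulated DMSO wells for no effect and DMSO wells without LPI for full effect; some results filed as inactive read as strong as hits; confirmed hits need IC50 under 10 µM and bright autofluorescent wells are also inconclusive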
Myeloid diff MLP GFP+ MAC1+ % = further read-out of Myeloid diff MLP, marked with its call; GFP+ MAC1+ double positive, %; measured here: differentiation confirmed by MAC1 staining
* = called active by the depositor; i = inactive; ? = inconclusive; . = no result given; + = active, no number; [ ] = another dose, or the depositor's remark. Rule as the data show it, unless noted: active = inhibition above about 50%; inactive = the rest.

structure	NOD2 inhibition	GPR35 arrestin U2OS	KOR beta-arrestin-2	Myeloid diff MLP	NOD1 NF-kB reporter	GPR55 beta-arrestin	HIV fusion peptide	GPR55 LPI antagonism	Myeloid diff MLP GFP+ MAC1+ %	KOR beta-arrestin-1
O=C(c1ccccc1)N1CCN(C2CCCCCC2)CC1	6.9%	-1.8%	11.4%	i	-11.5%	0.2%	-1.4%	-5.6%	1.2	-4.2%
O=C(O)C(Cc1c[nH]c2ccccc12)N1CCS(=O)(=O)CC1 (stereo unspecified)	5.5%	-5.4%	-13.8%	i	-7.5%	-0.4%	1.1%	-3.6%	0.2	4.9%
CCOc1ccc(C(=O)OCCN(C)C)cc1	-5.4%	-9.5%	-5.5%	i	-6.4%	-0.1%	1.9%	7.5%	0.4	-5.0%
O=C(Nc1nnc(C(F)(F)F)s1)c1ccc(Br)s1	17.4%	-11.8%	-33.2%	i	84.0%*	-0.1%	16.6%	6.0%	1.1	2.7%
COc1ccc(CNC(=O)c2noc(C(C)C)c2[N+](=O)[O-])cc1	6.3%	-3.0%	5.6%	i	-17.3%	0.2%	0.8%	7.7%	0.3	4.0%
CC1(C)CC(=O)C(C=NCCN2CCN(C(=S)NC3CCCCC3)CC2)=C(O)C1	-10.7%	-2.9%	-7.9%	i	-27.3%	-0.4%	0.7%	10.6%	2.0	10.9%
CC(C)N1C(=O)CSC1c1ccc(Br)cc1 (stereo unspecified)	-0.7%	-8.1%	-18.3%	i	-6.1%	0.1%	0.1%	-5.7%	0.1	-1.5%
Cc1ccc(NC(=O)CSc2ccc(-c3cccnc3)nn2)c(C)c1	0.9%	9.7%	-18.3%	?	-3.4%	-0.2%	-1.3%	7.6%	.	-1.9%
CCc1ccc(-c2cc(C)no2)cc1S(=O)(=O)N1CCN(c2ccccc2F)CC1	23.1%	-16.2%	-7.5%	i	2.5%	-0.1%	-1.8%	3.0%	4.5	10.6%
COc1cccc(NC(=O)CN2C(=O)NC(c3ccccc3)(c3ccccc3)C2=O)c1	-2.1%	-6.5%	10.4%	i	7.0%	0.6%	3.7%	-1.2%	0.2	-0.7%
N/C(=N\OC(=O)c1cccc(Cn2cc(C(F)(F)F)ccc2=O)c1)c1ccc(Cl)cc1	-1.6%	-15.8%	1.7%	i	1.5%	-0.2%	0.0%	-13.6%	0.9	-6.1%
O=C(NCCOc1ccc(Cl)cc1)c1ccc2ccccc2n1	1.1%	21.7%	-22.7%[20 µM]	i	-22.8%	-0.1%	0.0%	3.4%	0.2	.
C=CCn1c(C)cc(-c2csc(NC)n2)c1C	9.8%	-0.6%	14.7%	+	-22.9%	-0.2%	86.5%	15.6%	1.2*	0.7%
Cc1ccccc1NC(=S)N(CCN1CCCCCC1)Cc1cccs1	1.7%	-4.9%	2.5%	i	-16.0%	0.7%	-0.5%	11.7%	0.7	0.6%
Cc1cc(C2=CC(C)(c3cc(C)oc3C)Nc3nc(C(F)(F)F)nn32)c(C)o1 (stereo unspecified)	9.4%	10.2%	.	.	11.4%	1.4%	0.0%	11.4%	.	4.0%
C=CC(=O)NCc1ccc(-c2csnn2)cc1	10.9%	6.5%	0.3%	i	-3.4%	-0.2%	0.3%	-0.7%	0.5	3.8%
Cc1cccc(OC(=O)c2sc3ncn(C)c(=O)c3c2C)c1	7.0%	-12.9%	13.9%	i	-25.3%	-0.5%	-0.8%	0.7%	0.4	-4.3%
CNCC(=O)Nc1ccc(OC(F)(F)F)cc1	-5.6%	-8.5%	-21.2%	i	-21.2%	0.5%	-0.4%	-1.8%	0.5	2.8%
O=C(NCc1cccs1)C1CCN(S(=O)(=O)c2cccs2)CC1	5.8%	-10.4%	32.3%	i	-26.3%	-0.1%	0.8%	13.3%	6.7	-1.9%
O=P(C1=C(N2CCOCC2)/C(=C\c2ccccc2)CC1)(N1CCOCC1)N1CCOCC1	14.5%	0.3%	9.3%	i	-1.1%	0.3%	-1.0%	7.5%	1.3	3.1%
Fc1ccc(N2CCN(C(=S)NCC3CCCO3)CC2)cc1 (stereo unspecified)	2.7%	-5.9%	-25.8%[20 µM]	i	-21.6%	-0.1%	0.3%	2.2%	0.7	0.1%
O=C1C(Cl)=C(NCCc2ccccc2)C(=O)N1CCc1ccccc1	-16.2%	-6.3%	12.0%	i	8.7%	-0.1%	1.4%	0.2%	1.8	10.4%
CC(C)(CO)NS(=O)(=O)c1ccc2c(c1)C(=O)c1cc(S(=O)(=O)NC(C)(C)CO)ccc1-2	27.4%	11.6%	26.9%	i	0.9%	-1.9%	0.9%	14.3%	0.4	-1.9%
O=C1c2ccccc2C(=O)N1CN(C(=O)COc1ccccc1)c1ccc(F)cc1	-2.3%	4.4%	21.6%	i	-27.6%	-0.2%	-0.4%	1.1%	2.0	3.3%
COc1ccc(NCc2nnc(SCc3ccccc3)n2-c2ccc(OC)cc2)cc1	12.9%	4.6%	6.0%	i	14.7%	-0.1%	-3.4%	-1.4%	0.8	4.0%

Continued.
structure	NOD2 inhibition	GPR35 arrestin U2OS	KOR beta-arrestin-2	Myeloid diff MLP	NOD1 NF-kB reporter	GPR55 beta-arrestin	HIV fusion peptide	GPR55 LPI antagonism	Myeloid diff MLP GFP+ MAC1+ %	KOR beta-arrestin-1
O=C(NC(Cc1ccccc1)C(=O)O)c1ccc(S(=O)(=O)N2CCCCC2)cc1 (stereo unspecified)	9.1%	10.2%	20.5%	i	-6.7%	-0.1%	0.8%	8.0%	0.8	-3.8%
COc1ccc(CN2CCNC(=O)C2CC(=O)NCC2CCOCC2)cc1C (stereo unspecified)	6.3%	2.1%	-10.5%	i	-18.9%	-0.2%	2.3%	-8.0%	0.8	2.9%
COc1ccc(-c2ccc(SCC(=O)NC3CCCC3)nn2)cc1OC	15.9%	12.4%	-4.8%	?	5.8%	-0.1%	-1.0%	4.8%	.	-1.5%
CCCCNc1nc(N)nc(-c2cc(Cl)ccc2O)n1	1.2%	9.9%	-55.1%	i	-24.3%	-0.1%	0.6%	-3.8%	0.6	6.0%
C=C1N(c2ccccc2)C(=O)OC1(C)C	4.5%	-13.1%	22.6%	i	-21.0%	-0.1%	2.2%	2.4%	0.2	-2.0%
COc1cccc(NC(=O)c2ccccc2-c2nc(-c3ccccc3)no2)c1	-20.9%	11.2%	12.4%	i	-39.2%	-0.2%	4.5%	-4.3%	1.3	-7.8%
COc1c(/C=N/Nc2ccc(C(=O)O)cc2)c(CCN(C)C(C)=O)cc2c1OCO2	-6.9%	1.6%	-11.5%	i	-13.3%	-0.2%	-0.9%	2.8%	0.9	-2.0%
CCN=C1SC(CC(=O)NCCc2ccc(OC)cc2)C(=O)N1CC (stereo unspecified)	-13.0%	-11.1%	-34.9%	i	-6.4%	0.6%	1.0%	0.3%	0.3	3.8%
O=C(Nc1nc(-c2ccccc2)c(-c2ccccc2)s1)c1ccc(S(=O)(=O)N2CCCCC2)cc1	-26.6%	-8.9%	17.9%	i	-29.4%	0.7%	-1.1%	16.7%	0.4	-3.6%
CN(C)S(=O)(=O)c1ccc(C(=O)N2CCN(S(=O)(=O)c3cccs3)CC2)cc1	-4.1%	5.5%	-13.3%	i	-28.7%	-0.2%	0.8%	5.7%	0.1	1.7%
COC(=O)C1=CN(Cc2cccs2)C=C(C(=O)OC)C1c1cccc(OC)c1OC	7.2%	19.9%	-21.8%	i	-28.2%	-0.1%	-0.6%	3.1%	1.0	2.5%
Cc1ccccc1CN(c1ccc(C(=O)N/N=C/c2ccc(OCC(N)=O)cc2)cc1)S(C)(=O)=O	6.0%	4.8%	-20.3%[20 µM]	i	-12.5%	-0.1%	-1.3%	-2.8%	0.2	-1.6%
Clc1ccc2c(c1)-c1[nH]ncc1CS2	7.6%	-9.4%	-45.6%	i	-4.6%	-0.1%	1.1%	1.1%	0.8	5.5%
CCOC(=O)c1sc(=S)n(-c2ccccc2)c1C	5.1%	5.4%	14.7%	i	-4.5%	0.5%	0.5%	8.7%	0.1	2.1%
O=C(O)Cc1ccc(C(=O)c2ccccc2F)s1	1.0%	26.6%	.	i	18.0%	-0.1%	-1.0%	-0.4%	0.5	-2.8%
Cn1c(NC(=O)C[n+]2cc(-c3ccccc3)n3c2CCC3)cc(=O)n(C)c1=O	-4.1%	-5.9%	9.9%	i	-7.4%	0.6%	2.1%	5.7%	0.4	3.3%
Cc1cc2oc(=O)cc(Cn3ncc(Cl)c(Cl)c3=O)c2cc1Cl	20.2%	-3.1%	30.9%	?	56.2%*	-0.2%	3.5%	2.8%	.	-7.9%
COC(=O)CC1SC(=O)NC1=Nc1ccc(OC)cc1 (stereo unspecified)	-18.8%	13.0%	5.5%	i	-16.5%	0.0%	6.3%	-3.2%	0.7	0.2%
C/C(CCN1CCCCc2nc(C)c(C)cc21)=N\OC[C@@H](O)[C@H]1O[C@@H]2OC(C)(C)O[C@@H]2[C@H]1O	15.7%	-12.1%	3.1%	.	-3.4%	0.1%	-0.9%	4.8%	.	-2.5%
COc1ccc(/C=C2\CCn3c2nc2ccccc2c3=O)cc1OC	-65.6%	14.8%	-35.5%[20 µM]	i	-40.8%	1.1%	-1.5%	13.8%	1.0	-1.6%
COc1ccccc1NC(=O)CSc1nncn1N	-7.3%	-10.4%	0.9%	i	12.5%	-0.2%	1.9%	-16.8%	0.9	7.1%
CC1=NN(c2nc(-c3ccc(F)cc3)cs2)C(=O)C1	9.1%	14.5%	-9.6%	i	11.4%	0.0%	49.4%	-2.7%	1.1	0.3%
Cc1cc(C)cc(NC(=O)C2CCCN(c3nccc(C)n3)C2)c1 (stereo unspecified)	0.1%	15.1%	-7.7%	i	-19.7%	-0.1%	0.2%	0.8%	0.6	2.3%
CON(C)S(=O)(=O)c1ccc2c(c1)NC(=O)C1CCCN21 (stereo unspecified)	24.0%	-5.8%	-13.3%	i	4.0%	0.1%	-2.7%	1.9%	0.4	-3.6%
CC(C)(C)C(=O)c1no[n+]([O-])c1/C(=N/O)C(C)(C)C	7.2%	2.5%	-47.6%	i	6.7%	-0.2%	6.1%	55.7%	0.2	3.0%
N#C/C(=C(/O)c1ccc([N+](=O)[O-])s1)c1nc2ccccc2[nH]1	36.3%	3.3%	-5.6%	i	71.6%*	-0.2%	-1.4%	0.5%	0.2	1.7%

Source: PubChem BioAssay

These rows are one share of the data; rates above refer to the full screens.
